GPR151 activ = activators of human GPR151, primary screen, cell-based, PathHunter beta-arrestin, luminescence; PathHunter beta-arrestin GPR151 cells; activation, % at 11.2 µM; actives 1% (n = 650,000); in the data active = activation above about 4.9%;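 also: 0% = median of compound wells and 100% = cells with positive control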
Target sequence (Q8TDV0 whole entry, looked up): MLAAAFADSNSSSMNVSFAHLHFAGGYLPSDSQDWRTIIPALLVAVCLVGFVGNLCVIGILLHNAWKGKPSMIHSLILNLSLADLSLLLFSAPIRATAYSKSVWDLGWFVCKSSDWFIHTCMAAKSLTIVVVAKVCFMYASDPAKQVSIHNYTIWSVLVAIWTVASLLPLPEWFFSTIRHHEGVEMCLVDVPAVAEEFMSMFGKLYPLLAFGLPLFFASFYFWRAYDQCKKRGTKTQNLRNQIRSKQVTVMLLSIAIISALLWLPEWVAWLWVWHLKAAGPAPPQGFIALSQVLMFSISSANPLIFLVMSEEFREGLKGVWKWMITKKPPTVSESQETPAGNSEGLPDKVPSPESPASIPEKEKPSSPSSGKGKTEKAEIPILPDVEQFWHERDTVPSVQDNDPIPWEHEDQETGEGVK
TEAD-YAP inh = TEAD-YAP interaction inhibition, primary screen, TEAD-YAP interaction inhibitor project, luminescence, HEK-TIYL cells | TEAD-Gal4/YAP UAS-luciferase luminescence | inhibition, % at 9.12 µM | actives 1.4% (n = 640,000); in the data active = inhibition above about 32%;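 also: 0% = median of test compound wells and 100% = reference inhibitor wells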
MITF inh = MITF inhibitors, primary screen, biochemical, AlphaScreen, human. Microphthalmia-associated transcription factor (Homo sapiens), O75030. AlphaScreen MITF homodimerization, bead proximity signal. inhibition, % at 2.6 µM. actives 0.91% (n = 650,000); in the data active = inhibition above about 50%;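 also: 0% = vehicle wells with protein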
FBW7 act = FBW7 E3 ligase activators, primary screen, biochemical, AlphaScreen, human. AlphaScreen FBW7–phospho-cyclin E peptide binding, activator screen. normalized activity (activation), % at 26.1 µM. actives 0.13% (n = 650,000). AID 1259310, 2017; in the data active = normalized activity above about 1.9%;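 also: purified mutant Fbw7 with reduced substrate affinity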
Target sequence (Q969H0 whole entry, looked up): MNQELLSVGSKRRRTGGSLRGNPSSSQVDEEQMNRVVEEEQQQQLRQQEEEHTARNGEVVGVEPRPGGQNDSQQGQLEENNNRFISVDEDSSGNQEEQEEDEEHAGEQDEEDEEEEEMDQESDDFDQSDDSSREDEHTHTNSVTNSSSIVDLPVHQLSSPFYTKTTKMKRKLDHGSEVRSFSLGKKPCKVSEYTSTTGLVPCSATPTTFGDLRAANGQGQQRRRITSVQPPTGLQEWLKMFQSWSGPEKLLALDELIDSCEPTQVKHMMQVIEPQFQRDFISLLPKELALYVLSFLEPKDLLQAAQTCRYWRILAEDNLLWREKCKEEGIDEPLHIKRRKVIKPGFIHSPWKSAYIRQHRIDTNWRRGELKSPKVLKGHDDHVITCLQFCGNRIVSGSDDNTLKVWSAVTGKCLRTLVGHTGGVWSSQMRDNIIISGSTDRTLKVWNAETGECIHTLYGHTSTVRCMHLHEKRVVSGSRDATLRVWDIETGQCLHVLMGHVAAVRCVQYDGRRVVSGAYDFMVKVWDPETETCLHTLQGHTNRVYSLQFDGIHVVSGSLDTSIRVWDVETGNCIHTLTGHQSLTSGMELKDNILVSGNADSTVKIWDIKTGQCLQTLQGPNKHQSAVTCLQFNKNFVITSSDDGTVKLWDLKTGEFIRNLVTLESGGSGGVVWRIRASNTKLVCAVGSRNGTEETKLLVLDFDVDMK
* hit, by the source's call.

| molecule | GPR151 activ | TEAD-YAP inh | MITF inh | FBW7 act |
| --- | --- | --- | --- | --- |
| CC(C)=NNC(=O)C(=O)Nc1ccc(Cl)c(Cl)c1 | -2.0 | -3 | -6 | 0.0 |
| O=C1CCCC2=C1C(c1ccccc1)c1c(nc(SCc3ccccc3F)[nH]c1=O)N2 (stereo not given) | -0.8 | -1 | 13 | 0.1 |
| Fc1ccc(OCCCn2ccnc2)cc1 | -0.8 | 2 | 42 | -0.1 |
| O=c1ccc2ccc(OCc3ccccc3Cl)cc2o1 | -0.6 | -22 | 10 | 0.2 |
| C=CCNC(=O)c1sc2nc(C)cc(C)c2c1N | 0.6 | -22 | 3 | 0.0 |
| CCOc1ccc(C2Nn3c(C)nnc3SC2C(=O)NCc2ccco2)cc1 (stereo not given) | 0.1 | -1 | -14 | 0.0 |
| Cc1ccc(OCC(=O)N2CC(C)OC(C)C2)c([N+](=O)[O-])n1 (stereo not given) | -1.4 | -4 | -10 | -0.1 |
| C=C(C)CN1C(=O)C(O)(CC(=O)c2ccc3ccccc3c2)c2ccccc21 (stereo not given) | 1.9 | -3 | -12 | 0.0 |
| FC(F)(F)c1cccc(N2N=C(c3ccc(Br)cc3)CC2c2ccc(Cl)cc2)c1 (stereo not given) | 0.3 | 8 | 12 | 0.0 |
| Cc1nc(N2CCOCC2)c2c(C)c(C(=O)Nc3cccc(C(F)(F)F)c3)sc2n1 | 5.8* | 6 | -5 | 0.0 |
| COc1ccccc1N1CCN(S(=O)(=O)c2cc([N+](=O)[O-])ccc2Cl)CC1 | 2.4 | -3 | 10 | -0.4 |
| C/C(=C\C(=O)c1ccc(F)cc1)Nc1ccc(F)cc1F | 0.1 | 5 | 0 | 0.1 |
| COc1ccc(OC)c(/C=c2\sc3nc4cc(Br)cnc4n3c2=O)c1 | -1.4 | -9 | 20 | 1.4 |
| CC(=O)c1cccc(NC(=O)C2CCC(C(=O)Nc3cccc(C(C)=O)c3)CC2)c1 (stereo not given) | -0.4 | 3 | 10 | 0.3 |
| O=C(NCc1ccccc1)C1CC12CCN(Cc1ccnc3ccccc13)CC2 (stereo not given) | 1.4 | -12 | -13 | -0.1 |
| CC1CN(S(=O)(=O)c2ccc(I)cc2)CC(C)O1 (stereo not given) | -0.2 | -2 | 8 | -0.1 |
| O=C(Nc1ccc2oc(-c3ccccc3Br)nc2c1)c1cccc(Cl)c1Cl | -1.5 | -2 | -5 | 1.1 |
| CC1=C(C(=O)Nc2ccccc2C)C2(CCCC2)C(C(N)=O)C(=O)N1 (stereo not given) | 0.1 | -5 | 1 | 0.1 |
| O=C(Cn1ccc2ccccc21)Nc1cccc(-c2ccn[nH]2)c1 | 1.2 | 12 | 9 | -0.3 |
| COC(=O)c1cccc(Oc2ncnc3sc(C)c(C)c23)c1 | -1.1 | -5 | -6 | 0.0 |
| O=C(O)C1C(C(=O)NCC23CC4CC(CC(C4)C2)C3)C2C=CC1C21CC1 (stereo not given) | 0.9 | -7 | 9 | 0.8 |
| Cc1ccccc1NC(=O)Cn1c(=O)n(CC(=O)Nc2ccccc2C)c2ccccc21 | 0.2 | 10 | 18 | 0.3 |
| CC(=O)C(=Cc1ccccc1O)C(C)=O | -0.5 | 3 | -22 | 0.1 |
| CCCCc1ncc(CN2CCC3(CCC(CNC(=O)c4ccco4)O3)CC2)[nH]1 (stereo not given) | -1.1 | 7 | 3 | 0.1 |
| O=C(Nc1ccc(NC(=O)c2ccco2)cn1)c1ccccc1 | -1.9 | -45 | 9 | 0.2 |
| Fc1cccc(-c2nnc3ccc4cc(C(F)(F)F)ccc4n23)c1 | -0.1 | -12 | -10 | -0.2 |
| CC(C)(C)CC(=O)O/N=C(\N)c1cccc(Br)c1 | -1.3 | 4 | 1 | 0.0 |
| CC(=O)Nc1cccc2c1Cc1ccccc1-2 | -0.9 | -32 | 9 | 0.2 |
| O=C1Nc2cc(C(=O)N3CCN(c4cccc(C(F)(F)F)c4)CC3)ccc2NC1CS(=O)(=O)Cc1c(F)cccc1Cl (stereo not given) | 1.7 | 1 | -10 | 0.3 |
| CC(=O)c1ccc(NC(=O)CNS(=O)(=O)c2cccs2)cc1 | 1.7 | -15 | -2 | 0.3 |
| Cc1cc(C(=O)NCC(C)Oc2cccc(CN3CCOCC3)c2)n(C)n1 (stereo not given) | -0.3 | 17 | 3 | 0.3 |
| CC(=O)OCC12COC(c3ccc(OC(C)=O)cc3)C(C(C)=CC1C)C2C (stereo not given) | 0.7 | 9 | 4 | -0.1 |
| Nc1cccc2c1C(=O)N(c1ccc(Cl)c(Cl)c1)C2=O | -0.7 | -20 | 4 | 0.1 |
| Cc1ccc(C2=NS(=O)(=O)N(C)C(C(=O)N3CCCCCC3)=C2)cc1 | -0.3 | 3 | 4 | 0.2 |
| COC(=O)C(NC(=O)Nc1sc2c(c1C#N)CCCC2)(Oc1ccc(F)cc1)C(F)(F)F (stereo not given) | -1.4 | -2 | 15 | -0.1 |
| Cc1ccc(S(=O)(=O)N2CCN(c3c([N+](=O)[O-])nc(C)n3Cc3ccccc3)CC2)cc1 | -0.6 | -8 | 8 | -0.1 |
| O=C1c2ccccc2C(=O)N1CCN=C1NS(=O)(=O)c2ccccc21 | -1.0 | -6 | -4 | 0.0 |
| Cc1nc2sc(C(c3cccc(Br)c3)N3CCC(C)CC3)c(O)n2n1 (stereo not given) | 0.8 | 4 | -1 | -0.1 |
| CC(=O)Nc1nnc(-c2c(C)cc(C)cc2C)s1 | 0.5 | 2 | 3 | 0.0 |
| Oc1ccc(-c2ncc(-c3cnccn3)c(-c3ccccc3)n2)cc1 | 2.2 | 16 | -2 | 0.0 |
| O=C(CSc1nnc2n(CC(=O)N3CCCC3)c3ccccc3n12)N1CCOCC1 | 1.0 | -2 | -10 | 0.0 |
| Cc1ccc(Cn2c(SCCCO)nc3c2c(=O)n(C)c(=O)n3C)cc1 | -0.6 | 2 | 1 | 0.0 |
| CC(C)Cn1c(=O)c(C2=NS(=O)(=O)c3ccccc3N2)c(O)c2ccccc21 | -3.4 | 9 | 5 | 0.5 |
| CC1CC(C)CN(C(=O)c2ccccc2I)C1 (stereo not given) | 0.4 | 6 | 3 | 0.3 |
| COc1ccc(OCc2cccc(C(=O)O)c2)cc1 | -6.6 | 93* | -6 | 0.0 |
| O=C(NCc1ccccc1)C1CC12CCN(C1CCSC1)CC2 (stereo not given) | -1.2 | 3 | 7 | 0.2 |
| COc1ccc(N2CCN(c3ncnc4sc(C(=O)N5CCC(C(N)=O)(N6CCCCC6)CC5)c(C)c34)CC2)cc1 | 4.6 | 0 | -8 | 0.1 |
| CCN(Cc1ccncc1)Cn1c(=S)oc2ccccc21 | -1.1 | -17 | -1 | -0.1 |
| CCNS(=O)(=O)c1c(C)cc(C)c(N(C)S(=O)(=O)c2ccccc2)c1C | 0.7 | -1 | 6 | -0.1 |
| O=C(COC(=O)c1ccc([N+](=O)[O-])o1)Nc1ccccc1C(F)(F)F | 0.6 | 7 | -3 | 0.0 |

Next section; it opens with the 4 that closed the last part.
| molecule | GPR151 activ | TEAD-YAP inh | MITF inh | FBW7 act |
| --- | --- | --- | --- | --- |
| COc1ccc(N2CCN(c3ncnc4sc(C(=O)N5CCC(C(N)=O)(N6CCCCC6)CC5)c(C)c34)CC2)cc1 | 4.6 | 0 | -8 | 0.1 |
| CCN(Cc1ccncc1)Cn1c(=S)oc2ccccc21 | -1.1 | -17 | -1 | -0.1 |
| CCNS(=O)(=O)c1c(C)cc(C)c(N(C)S(=O)(=O)c2ccccc2)c1C | 0.7 | -1 | 6 | -0.1 |
| O=C(COC(=O)c1ccc([N+](=O)[O-])o1)Nc1ccccc1C(F)(F)F | 0.6 | 7 | -3 | 0.0 |
| O=C1OC(c2ccc(Cl)c([N+](=O)[O-])c2)=N/C1=C\c1cccc2ccccc12 | 1.2 | 4 | 11 | 0.0 |
| CNC(=O)c1c(NC(=O)C2CCCCC2)sc2c1CCCCC2 | 0.5 | 6 | 15 | 0.1 |
| Cc1sc2ncn(CC(=O)NCC(=O)N3CCN(C)CC3)c(=O)c2c1C | -1.5 | 3 | 8 | 0.1 |
| CCOC(=O)C1(Cc2ccccc2C)CCCN(C(=O)c2csc(C)n2)C1 (stereo not given) | -1.1 | -37 | -1 | 0.0 |
| COC(=O)NC(c1ccc(F)cc1)C(Cl)(Cl)Cl (stereo not given) | -0.3 | 18 | 3 | 0.7 |
| O=C(Nc1ccc(C(=O)Nc2nccs2)cc1)c1ccc2c(c1)C(=O)N(c1ccccc1-c1ccccc1)C2=O | 0.5 | 6 | 17 | -0.1 |
| CC(C)Cn1c(CN2CCOCC2)nc2c1c(=O)[nH]c(=O)n2C | -0.7 | 11 | 6 | 0.3 |
| Cc1cccc(Cn2c(SCC(=O)c3ccccc3)nc3c2c(=O)[nH]c(=O)n3C)c1 | 0.2 | -4 | 9 | 0.2 |
| CCCCOC(=O)C1=C(C)NC2=C(C(=O)CC(C)(C)C2)C1c1ccccc1OC (stereo not given) | -1.5 | -2 | 1 | 0.2 |
| CC1CCC(NC(=O)C2(C)Cc3ccccc3C(=O)N2CCN2CCOCC2)CC1 (stereo not given) | -0.8 | -6 | 3 | -0.2 |
| Cc1sc2ncnc(Sc3c[nH]c4ccccc34)c2c1C | 1.3 | 3 | -10 | -0.4 |
| O=C(CCCCCn1c(=O)[nH]c2ccsc2c1=O)NCc1ccccc1 | 0.5 | 6 | -21 | 0.1 |
| C/C(=N/NC(=O)CCc1ccccc1)c1ccc2ccccc2c1O | -1.5 | -6 | -59 | 0.0 |
| Nc1nc(Nc2cnccn2)cc(NC2CC2)n1 | 0.2 | 5 | 0 | 0.1 |
| Cc1occc1C(=O)N1CCN(c2ccc(Cl)c(Cl)c2)CC1 | -1.0 | 0 | 6 | 0.1 |
| CCOC(=O)C1(CCc2ccccc2)CCN(C(=O)C2=C(C)OCCO2)CC1 | -0.6 | -26 | 8 | 0.1 |
| O=C(O)C1CCN(C(=O)c2sccc2-n2cccc2)CC1 | 0.6 | 3 | 0 | -0.3 |
| Cc1c(Cl)cccc1N(CC(=O)Nc1cccnc1)S(=O)(=O)c1ccccc1 | -1.6 | 16 | 24 | 0.2 |
| CC1CCN(c2nc3c(c(=O)[nH]2)CCN(Cc2ccc(C#N)cc2)C3)CC1 | 0.3 | 1 | -5 | -0.4 |
| O=[N+]([O-])c1cccc(OCc2cn3cccnc3n2)c1 | -0.6 | -22 | -6 | 0.0 |
| S=C1Nc2sc3c(c2ON1Cc1ccccc1)CCCC3 | 1.7 | 5 | 5 | -0.1 |
| O=C(C(Cc1ccccc1)N1C(=O)C2C3C=CC(C3)C2C1=O)N1CCCCCC1 (stereo not given) | -3.3 | -10 | -17 | 0.3 |
| CCOc1ccc(-n2nc(C(=O)NCCN(C)C)c3ccccc3c2=O)cc1 | 1.3 | 8 | -5 | 0.1 |
| Cc1ccccc1C(=O)NC1CCN(S(=O)(=O)c2ccc(Cl)cc2)CC1 | 0.4 | 4 | 16 | -0.1 |
| Cc1ccc(CN2CCN3C(=O)[C@@H]4C[C@@H](O)CN4C(=O)[C@H]3C2)cc1 | 2.7 | 4 | -1 | 0.1 |

Not a retest: entries from further up.
| molecule | GPR151 activ | TEAD-YAP inh | MITF inh | FBW7 act |
| --- | --- | --- | --- | --- |
| O=C1OC(c2ccc(Cl)c([N+](=O)[O-])c2)=N/C1=C\c1cccc2ccccc12 | 1.2 | 4 | 11 | 0.0 |
| CNC(=O)c1c(NC(=O)C2CCCCC2)sc2c1CCCCC2 | 0.5 | 6 | 15 | 0.1 |
| Cc1sc2ncn(CC(=O)NCC(=O)N3CCN(C)CC3)c(=O)c2c1C | -1.5 | 3 | 8 | 0.1 |
| CCOC(=O)C1(Cc2ccccc2C)CCCN(C(=O)c2csc(C)n2)C1 (stereo not given) | -1.1 | -37 | -1 | 0.0 |
| COC(=O)NC(c1ccc(F)cc1)C(Cl)(Cl)Cl (stereo not given) | -0.3 | 18 | 3 | 0.7 |

Other entries follow.
| molecule | GPR151 activ | TEAD-YAP inh | MITF inh | FBW7 act |
| --- | --- | --- | --- | --- |
| CC(=O)N1CCc2c(sc(NC(=O)c3ccc(S(=O)(=O)N(C)C4CCCCC4)cc3)c2C(N)=O)C1 | 0.7 | 13 | -3 | -0.1 |
| Cc1sccc1/C=N/NC(=O)c1ccco1 | 0.6 | -54 | 16 | 1.0 |
| CN1CCN(c2ncnc3c2cnn3-c2ccc(Cl)cc2)CC1 | -1.1 | 67* | -12 | -0.1 |
| COc1ccc(CCNc2ncnc3c2cnn3-c2ccc(C)cc2C)cc1OC | 0.7 | 19 | 11 | 0.0 |
| Cc1ccc(C)c(N2CC(C(=O)Nc3ccc(I)cc3)CC2=O)c1 (stereo not given) | 1.4 | 10 | 3 | 0.1 |
| O=S1(=O)CCN(C(CCO)c2ccccc2F)CC1 (stereo not given) | -0.9 | 1 | 7 | -0.1 |
| COc1ccc(CN(Cc2cc3cc(C)ccc3n3nnnc23)C(=O)c2ccncc2)cc1 | 0.3 | -1 | 6 | 0.5 |
| NCc1cccc(C(=O)NC(c2ccc(Cl)cc2)c2nc3ccc(-c4cn[nH]c4)cc3c(=O)[nH]2)c1 (stereo not given) | -1.2 | 4 | -10 | -0.4 |
| O=C(Nc1cnc2cnc(-c3ccccc3O)cn12)c1ccccc1 | -0.1 | 14 | 15 | 0.0 |
| CN1CCC(NCc2ccccc2C(F)(F)F)CC1 | -0.2 | 4 | -5 | 0.2 |
| CCOC(=O)/C(C#N)=C\c1cccn1-c1cccc([N+](=O)[O-])c1 | 1.2 | -4 | -8 | 0.1 |
| CC(=O)Nc1ccc(NC(=O)C2CC(=O)Nc3nc4ccccc4n32)cc1 (stereo not given) | -0.9 | -7 | 4 | 0.1 |
| CC1(C)Oc2ccc3ccc(=O)oc3c2/C(=C/NNC(N)=S)C1=O | 0.5 | -4 | -10 | -0.3 |
